GPR7 antag = GPR7 receptor antagonists, primary screen, cell-based, fluorescence, single concentration | GPR7-expressing cells, fluorescence antagonist assay | inhibition, % at 4.4 µM | 1.1% of 290,000 active | AID 1861, 2009; in the data active = inhibition above about 16%, passing the limit was not always enough;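 also: cells stimulated with the agonist NPW; 0% = agonist with vehicle and 100% = vehicle without agonist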
OXTR potentiate = human OXTR potentiators, primary screen, fluorescence, CHO-OTR cells, Fluo-8 calcium; Fluo-8 calcium fluorescence, potentiator mode; 0% = oxytocin EC15, 100% = EC100; activation, % at 3 µM; 0.061% of 320,000 active; AID 2445, 2010;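 active = activation above that plate's cutoff, the mean activation of tested compounds plus 3 SD, cut at about 6.6% in these data, passing the limit was not always enough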;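 also: 100% uses oxytocin at 75 nM as the full agonist control; some results filed as inactive read as strong as hits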
Target sequence (P30559 whole entry, looked up): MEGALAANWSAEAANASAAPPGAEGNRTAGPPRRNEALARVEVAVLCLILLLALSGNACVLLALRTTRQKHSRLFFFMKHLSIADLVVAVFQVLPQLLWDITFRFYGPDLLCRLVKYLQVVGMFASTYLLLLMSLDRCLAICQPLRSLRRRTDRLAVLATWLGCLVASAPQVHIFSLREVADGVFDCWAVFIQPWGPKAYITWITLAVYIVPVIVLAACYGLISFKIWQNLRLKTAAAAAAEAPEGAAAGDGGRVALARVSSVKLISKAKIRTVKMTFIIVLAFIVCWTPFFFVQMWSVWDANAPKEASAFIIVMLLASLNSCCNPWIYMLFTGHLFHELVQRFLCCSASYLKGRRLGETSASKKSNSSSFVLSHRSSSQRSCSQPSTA
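Assay system: CHO cell line stably expressing human OTR. Reagent: EC15 oxytocin agonist. Dosing: single dose, 3.0 µM nominal final compound concentration. Timing: compound 6 min at room temperature before oxytocin, 100 s read. Signal: kinetic Fluo-8 calcium fluorescence. Controls: oxytocin EC15 low and EC100 high.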
GalR3 antagonist = GalR3 antagonists in HEK293 cells, primary screen, cell-based, fluorescence readout; inhibition, % at 3 µM; AID 651719, 2012; HEK293 GalR3-CNG cAMP membrane potential fluorescence; galR3 body fused to GalR1 C-terminus; Galanin receptor type 3 (Homo sapiens), O60755; 0.44% of 360,000 active;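 active = inhibition above the screen-wide average plus 3 SD, cut at about 13% in these data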;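 also: forskolin and galanin both at EC90 stimulate the cells; cAMP rise reported by CNG channel membrane potential dye signal; 0% = forskolin plus galanin with DMSO and 100% = forskolin alone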
OXTR agonist = human OXTR agonists, primary screen, fluorescence, CHO-OTR cells, Fluo-8 calcium; activation, % at 3 µM; 0.32% of 320,000 active; Fluo-8 calcium fluorescence; normalized: DMSO 0%, oxytocin 100%; Oxytocin receptor (Homo sapiens), P30559;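 active = activation above the mean of all tested compounds plus 3 SD, cutoff set per screening run, cut at about 20% in these data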;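 also: peak over basal fluorescence ratio from a 100 s FLIPR kinetic read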
PfM18AAP inh = PfM18AAP inhibitors, malaria aminopeptidase, primary screen, biochemical, QFRET, recombinant enzyme; 1.2% of 290,000 active; inhibition, % at 7.35 µM; M18 aspartyl aminopeptidase (Plasmodium falciparum 3D7); AID 1822, 2009; H-Glu-NHMec fluorogenic cleavage;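 active = inhibition above the campaign mean inhibition over all tested compounds plus 3 SD, cut at about 28% in these data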;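 also: 0% = plate median of test compound wells and 100% = 2 mM ZnCl2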
V1R ag counter = agonists of human V1a receptor, primary screen, counter-screen for OXTR agonist project, fluorescence, CHO-V1R cells | Vasopressin V1a receptor (Homo sapiens), P37288 | activation, % at 3 µM | 0.25% of 320,000 active | Fluo-8 calcium fluorescence, agonist mode; 0% DMSO, 100% 3 nM vasopressin | AID 2797, 2010;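 active = activation above the mean activation of all tested compounds plus 3 SD, per screening run, cut at about 20% in these data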;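 also: signal is peak over basal fluorescence ratio across a 100 second FLIPR read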
Target sequence (P37288 whole entry, looked up): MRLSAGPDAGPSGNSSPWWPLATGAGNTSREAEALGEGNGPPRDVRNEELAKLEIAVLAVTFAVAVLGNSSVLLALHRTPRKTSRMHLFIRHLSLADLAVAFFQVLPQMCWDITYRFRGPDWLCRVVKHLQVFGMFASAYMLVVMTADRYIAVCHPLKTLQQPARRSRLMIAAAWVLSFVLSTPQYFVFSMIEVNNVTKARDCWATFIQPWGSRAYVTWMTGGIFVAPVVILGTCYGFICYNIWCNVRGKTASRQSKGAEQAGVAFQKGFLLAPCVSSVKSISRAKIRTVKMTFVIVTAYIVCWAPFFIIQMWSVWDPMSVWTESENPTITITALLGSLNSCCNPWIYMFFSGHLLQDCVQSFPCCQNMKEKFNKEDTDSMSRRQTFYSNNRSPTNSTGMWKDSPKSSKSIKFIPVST
MEKK2 mut-MEK5 = MEK5 binding signal on mutant MEKK2 PB1, primary screen, biochemical, multiplex bead flow cytometry, Alexa488-MEK5. percent response, % at 10 µM. 0.35% of 290,000 active. Alexa488-MEK5 binding to MEKK2 mutant; in the data active = percent response above about 24%, passing the limit was not always enough; also: inactives centre near 1; some results filed as inactive read as strong as hits
MEKK2 WT-MEK5 = modulators of MEK5 binding to wildtype MEKK2, primary screen, biochemical, multiplex bead flow cytometry, Alexa488-MEK5; Mitogen-activated protein kinase kinase kinase 2 (Homo sapiens), Q9Y2U5; Alexa488-MEK5 binding to MEKK2 WT; actives lie on both sides; binding response (% of control), % at 10 µM; 1.1% of 290,000 active; AID 1531, 2009; in the data active = binding response below about 67% or above about 130%
NALP1 yeast inh = NALP1 inflammasome inhibitors in reconstituted yeast, colorimetric, S. cerevisiae, triplicate retest | S. cerevisiae NALP1/ASC/caspase-1 growth, X-gal OD620, 72 h | inhibition, % at 10 µM | 0.61% of 280,000 active; in the data active = inhibition mostly above about 24%, no sharp cut-off; inactive = mostly below about 32%; also: some compounds called inactive have numbers as strong as hits
* = called active by the depositor; / = no result given.

entry	SMILES	GPR7 antag	OXTR potentiate	GalR3 antagonist	OXTR agonist	PfM18AAP inh	V1R ag counter	MEKK2 mut-MEK5	MEKK2 WT-MEK5	NALP1 yeast inh
1	CC1Cc2ccccc2N1S(=O)(=O)c1c(N)n(C)c(=O)n(C)c1=O (stereo unspecified)	-6	-2	-5	1.4	-1	0.3	-11	95	7
2	CCNC(=O)/C(=C/c1ccc2c(c1)OCO2)NC(=O)c1ccc(Br)cc1	-8	2	5	1.5	19	0.6	-1	96	17
3	Cc1ccc(CN2CCSc3ccc(C(=O)N4CCOCC4)cc32)cc1	-17	-4	/	0.8	2	4.1	1	98	6
4	CCNc1nc(NC(C)C)nc(Nn2cnnc2)n1	-9	-9	-3	0.3	17	-0.1	3	101	20
5	O=C(Nc1cccc(S(=O)(=O)N2CCOCC2)c1)c1ccc(Cl)c([N+](=O)[O-])c1	-1	-2	5	1.2	6	1.9	4	101	-10
6	Cc1ccc(S(=O)(=O)N(CC(=O)NCc2ccncc2)C2CCCCC2)cc1	-5	-7	-7	-1.4	-2	-1.4	1	104	34
7	NC(=S)N/N=C/c1ccc(-c2cc(Cl)c(Cl)cc2Cl)o1	-7	-12	-6	-2.8	3	-0.8	-6	89	-12
8	CC(C)Cc1nnc(NC(=O)CSc2nc(O)c(Cc3ccccc3)c(=O)[nH]2)s1	5	-14	11	-1.1	2	-0.6	3	102	-3
9	CC(C(N)=O)N1c2cccc3cccc(c23)S1(=O)=O (stereo unspecified)	-14	-2	-5	0.0	1	1.0	1	100	16
10	CCCCn1c(=N)n(CC(=O)O)c2ccccc21	-8	-8	-4	1.0	3	-0.5	-4	100	8
11	O=S(=O)([N-]c1nc2ccccc2nc1-[n+]1ccccc1)c1ccc(Cl)cc1	-5	-5	0	-0.1	-9	0.3	5	99	-10
12	COc1ccccc1CNC(=O)c1ccc(OCC2CCCO2)cc1 (stereo unspecified)	4	1	-5	0.3	1	0.5	13	114	31
13	CC(Sc1ccc2c(c1)OCCO2)C(=O)Nc1ccc(N2CCOCC2)cc1 (stereo unspecified)	5	-13	-6	-0.9	8	0.3	-7	94	22
14	COc1ccc(CN2CCN(C(=O)c3ccco3)CC2)cc1OCc1ccccc1	-9	-14	-3	0.7	-9	1.9	11	105	-7
15	O=C1CC(c2ccco2)=Nc2ccccc2N1	-3	-3	-10	-0.3	-9	-0.2	3	72	6
16	CCN(CC)c1nc(N2CCOCC2)c(C#N)c2c1CN(C)CC2	-2	-6	-3	-0.1	1	0.0	-6	97	-2
17	O=C(O)CC[C@@H](C(=O)O)N1C(=O)c2ccccc2C1=O	/	-3	-3	0.5	/	0.0	7	117	3
18	C=CCSc1nc(=O)n2ccccc2n1	-19	-4	0	-0.5	5	0.8	-2	96	11
19	COc1cccc(CN2CC(C(=O)N3CCCCCC3)CCC2=O)c1 (stereo unspecified)	-8	1	0	0.0	1	0.0	7	109	14
20	CC1(C(=O)OCC(=O)NC(=O)c2ccccc2)CC1(Cl)Cl (stereo unspecified)	/	3	3	1.7	/	-0.2	/	/	/
21	CCOC(=O)C1=C(C)NC(=S)N(C(C)=O)C1c1ccccc1 (stereo unspecified)	-2	-2	-1	-2.7	10	-1.4	3	102	10
22	CCOc1ccc(C(=O)N(C)C2CCS(=O)(=O)C2)cc1 (stereo unspecified)	-16	-1	0	-0.6	-6	0.2	1	99	1
23	COC(=O)c1ccc(NC(=O)CSc2nnc(CNc3ccc(OC)cc3)n2C)cc1	-13	-9	-3	-0.7	1	-0.7	15	108	34
24	CC1(C)CC2CC(C)(CN2CC(O)COc2ccccc2)C1 (stereo unspecified)	-13	-4	-7	-0.3	-2	1.1	-11	89	13
25	COCc1cc(C)nc(SCc2nc3ccccc3c(=O)[nH]2)c1C#N	-2	-1	-4	0.6	-1	-0.1	-1	98	7
26	O=C(CSc1nnc(-c2ccco2)n1-c1ccccc1)N1CCOCC1	4	-3	1	0.1	-11	0.7	0	102	-9
27	COc1ccccc1N1CCN(C(=O)COc2cc(C)cc(C)c2)CC1	9	-9	2	-0.2	0	0.8	0	95	17
28	CC1C(=O)N2CCCc3cc(NS(=O)(=O)c4ccc([N+](=O)[O-])cc4)cc1c32 (stereo unspecified)	/	-10	-3	2.0	/	-0.9	/	/	/
29	CCN(CC)C(=O)CSc1nc2cc3c(cc2c(=O)n1CCCCCC(=O)NCc1ccc(OC)cc1)OCO3	-2	4	-1	-1.2	-4	-1.2	12	108	-10
30	COc1cc(OC)cc(-c2cc(N)n(S(=O)(=O)Cc3ccccc3)n2)c1	-6	-9	4	-1.1	1	-0.3	16	112	-44
31	CC(=O)c1ccc(NC(=S)NCCc2ccc(S(N)(=O)=O)cc2)cc1	-6	3	-4	0.8	0	1.1	2	102	7
32	O=C(O)c1sccc1SCc1ccc(Cl)c(Cl)c1	-2	-22	-3	19	-6	22*	0	104	23
33	O=C(COc1ccc(S(=O)(=O)Nc2ccccc2)cc1)NCc1ccccn1	-2	/	-4	/	-3	/	5	107	1
34	Cc1ccc2c(C)nc(N/C(N)=N/S(=O)(=O)c3ccccc3)nc2c1	19	-2	-4	0.5	-3	-0.8	7	103	4
35	NC(=O)C1CCN(C(=O)c2ccc([N+](=O)[O-])cc2NC(=O)c2cccs2)CC1	-3	3	-6	-0.1	4	0.3	-2	100	7
36	CCN(C(=O)CSc1nc2ccc(Cl)cc2[nH]1)C1CCS(=O)(=O)C1 (stereo unspecified)	/	-7	-6	-0.2	/	-1.1	/	/	/
37	O=C(NC1CCCCC1)C1CCN(c2ncccn2)CC1	-12	-6	-8	0.3	3	-0.4	6	106	7
38	COc1ccccc1/C=C/C=N/n1c(-c2ccc(F)cc2)n[nH]c1=S	-2	-8	0	-2.1	-5	-1.2	-14	99	10
39	CCOC(=O)N1CCN(C(=O)CN(c2cc(Cl)ccc2OC)S(=O)(=O)c2ccccc2)CC1	-13	-3	0	1.4	-2	2.0	-2	103	-6
40	NS(=O)(=O)c1ccc(Nc2nc(-c3ccc(O)cc3O)cs2)cc1	-3	-7	-1	-1.0	41*	-0.6	4	106	-12

Taken from above:
In PfM18AAP inh, #33 reads -3
In OXTR potentiate, #37 reads -6

(cont.)
entry	SMILES	GPR7 antag	OXTR potentiate	GalR3 antagonist	OXTR agonist	PfM18AAP inh	V1R ag counter	MEKK2 mut-MEK5	MEKK2 WT-MEK5	NALP1 yeast inh
41	COCc1nnc(NC(=O)c2cccc(NC(=O)c3ccccc3)c2)s1	-12	-7	-2	-0.3	7	0.2	-5	94	3
42	CN1CCN(c2ccc(S(=O)(=O)N3CCOCC3)cc2)CC1	-6	-4	-2	3.6	1	0.9	4	108	10
43	O=C(COc1coc(CN2CCc3ccccc3C2)cc1=O)Nc1ccc(Cl)cc1	/	-5	-5	-1.7	/	-1.0	/	/	/
44	O=C(CCC(=O)c1cccs1)NCc1ccc(F)cc1	-16	10	-4	-0.1	-1	0.1	-2	103	18
45	CCN1C(=O)C(CC(=O)Nc2ccccc2)S/C1=N\c1ccccn1 (stereo unspecified)	-21	1	-4	0.0	-15	0.1	0	102	12
46	CC(=O)/C(=N\Nc1ccc(C)cc1)N1CCOCC1	0	1	-5	-1.2	55*	0.1	4	101	4
47	CC(C)(C)N(Cc1ccccc1)C(=O)CN1C(=O)c2ccccc2C1=O	-32	/	-10	/	15	/	-4	101	6
48	CS(=O)(=O)c1ccc(Cl)c(NC(=O)CSc2nc3ccccc3c(=O)n2Cc2ccco2)c1	/	-5	-3	0.0	/	0.5	/	/	/
49	Cc1cc(-c2n[nH]c(=S)n2/N=C/c2c[nH]c3ccccc23)n[nH]1	-5	2	2	0.1	-5	1.2	0	102	11
50	CCNC(=S)N(CCc1c(C)[nH]c2ccccc12)Cc1cc(OC)c(OC)c(OC)c1	-13	-8	0	3.2	-5	0.9	-3	100	25
51	Cc1onc(-c2ccccc2)c1C(N)=O	-10	-10	2	0.1	-2	0.9	4	102	17
52	Oc1cccc2ccc(/C=C/c3cccs3)nc12	-10	1	-7	-1.8	10	-0.9	12	107	5
53	CCN(CC)C(=O)CSc1nc2cc3c(cc2c(=O)n1Cc1ccco1)OCO3	-1	-6	2	-0.6	-3	-1.0	-5	94	21
54	COc1ccc(NC(=O)C(CCS(C)(=O)=O)N2C(=O)c3ccccc3C2=O)cc1 (stereo unspecified)	4	-8	-3	0.3	3	0.3	-3	97	3
55	CCOc1ccccc1NC(=O)c1cc(-c2ccccn2)nc2ccccc12	/	-4	-8	-1.3	/	0.8	/	/	/
56	COc1ccccc1-n1nnnc1SCC(=O)N1CCCC1=O	3	-5	-1	2.6	-2	1.5	1	103	4
57	COc1ccc(NC(=O)CN2CCN(CC(=O)Nc3cc(OC)cc(OC)c3)CC2)cc1	/	/	-1	/	/	/	8	101	18
58	COc1ccc(NC(=O)C(=O)Nc2cccc3cccnc23)c(OC)c1	-6	-13	-9	1.0	3	0.7	1	102	10
59	COc1ccc(Cl)cc1S(=O)(=O)NCCCn1ccnc1	-7	-3	-6	0.1	-1	0.9	4	118	0
60	Cc1cc(Cl)ccc1NC(=O)COC(=O)c1cc([N+](=O)[O-])ccc1N1CCOCC1	/	-2	-6	-1.4	/	-0.6	/	/	/
61	CC(=O)Nc1ccc2c(c1)nc(CCN1CCN(c3ccccn3)CC1)n2C	-20	/	-7	/	0	/	13	108	11
62	CCN(CC)C(=O)Oc1ccc2ccccc2c1Cl	-5	-3	-2	-2.5	-5	-1.3	-1	98	40
63	COCCN(C(=O)CSc1nnc(C)n1-c1ccc(C)cc1)c1c(N)n(Cc2ccccc2)c(=O)[nH]c1=O	/	2	0	-1.2	/	-0.7	/	/	/
64	O=C(CN1CCN(CC(=O)Nc2ccc(F)cc2)CC1)NCC1(N2CCOCC2)CCCCC1	/	-1	0	0.5	/	0.5	/	/	/
65	O=c1nccc(N/N=C/c2cccc(O)c2)[nH]1	-1	2	-8	1.8	2	-0.1	-4	102	1
66	CC(=O)Nc1ccc(OC(=O)c2cc3ccccc3oc2=O)cc1	7	-9	-2	0.2	1	-0.6	6	102	/
67	COc1cc(NC(=O)c2cc(Cl)nnc2Cl)cc(OC)c1OC	-16	-4	1	-0.1	8	-0.1	1	106	13
68	CCC(CO)Oc1cc(NCc2cc(C)cc(C)c2)c2ncn(C(C)C)c2c1 (stereo unspecified)	/	1	-6	-0.4	/	4.9	/	/	/
69	Cc1ccc(Nc2nc(N)nc(CN3CCN(Cc4ccc5c(c4)OCO5)CC3)n2)cc1C	-3	/	1	/	5	/	-11	118	-1
70	C=CCSc1nnc(NC(=O)CSc2nc3ccccc3o2)s1	-1	-8	-1	0.7	2	-0.2	/	/	31

Source: PubChem BioAssay
